# APJ agonist: activates the human apelin receptor APJ | hit rate 0.11% among 330,000 | P35414 | CHO-K1 APJ PathHunter beta-arrestin, luminescence; 0% DMSO wells, 100% apelin | activation, % at 20 µM;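 active means activation more than six SD over the plate average, tested at 20 µM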;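 further: 0% = DMSO alone and 100% = apelin-13 at 10 nM; some results filed as inactive read as strong as hits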
#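 Material: engineered CHO-K1 APJ arrestin reporter cells; amount: 1000 CHO-K1 reporter cells seeded per well; incubation: compound stimulation 90 min at 25 °C, detection 60 min; signal: luminescent beta-gal fragment complementation, chemiluminescent substrate; read-out basis: APJ agonist activity; controls: DMSO-only wells as negative, 10 nM Apelin-13 as positive control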
# CHOP UPR activ: apoptotic UPR (CHOP) activation; CHO-CHOP luciferase reporter, luminescence; percent of tunicamycin response over DMSO baseline; activation, % at 10 µM; hit rate 0.34% among 330,000;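 active means at 10 µM dose, activation of 40% or more, normalized to positive control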;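 further: 100% = tunicamycin at 10 µg/mL and 0% = DMSO alone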
#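 System: CHO-CHOP luciferase reporter cell line | Buffer or medium: F12 medium containing 10% fetal bovine serum | Doses: One dose, 10 µM in 0.5% DMSO | Times: 6 h compound exposure at 37 °C after overnight seeding | Signal: Luciferase luminescence | Read-out: % activation vs tunicamycin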
# tim23-1 inh: tim23-1 yeast growth inhibition; hit rate 1.3% among 330,000; S. cerevisiae tim23-1 growth, BacTiter-Glo luminescence, 24 h; inhibition, % at 20 µM;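 active means growth inhibition of the mutant yeast at or above 50%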;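 further: temperature-sensitive mutant grown at 25 °C; plate controls were DMSO-treated mutant yeast for no effect and medium wells lacking yeast for full effect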
# CCR6 antag: antagonists of human CCR6 receptor; AID 493098; hit rate 0.49% among 340,000; CHO-K1 CCR6 PathHunter beta-arrestin, luminescence, CCL20-stimulated; inhibition, % at 20 µM;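 active means compounds whose inhibition of the agonist-driven luminescence signal at 20 µM reaches about 50%, limit read from the data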;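 further: cells stimulated with CCL20 at 14 nM final; plate controls were DMSO with CCL20 for no effect and DMSO without agonist for full effect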
# Mdm2-MdmX inh: human Mdm2/MdmX binding inhibition. inhibition, % at 8 µM. SaOS-2 split-luciferase Mdm2/MdmX complementation, luminescence. hit rate 3% among 330,000. O15151+Q00987. AID 485346;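 active means inhibition of at least 50% at 8 µM in the primary screen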
# Target sequence (O15151 whole entry, looked up): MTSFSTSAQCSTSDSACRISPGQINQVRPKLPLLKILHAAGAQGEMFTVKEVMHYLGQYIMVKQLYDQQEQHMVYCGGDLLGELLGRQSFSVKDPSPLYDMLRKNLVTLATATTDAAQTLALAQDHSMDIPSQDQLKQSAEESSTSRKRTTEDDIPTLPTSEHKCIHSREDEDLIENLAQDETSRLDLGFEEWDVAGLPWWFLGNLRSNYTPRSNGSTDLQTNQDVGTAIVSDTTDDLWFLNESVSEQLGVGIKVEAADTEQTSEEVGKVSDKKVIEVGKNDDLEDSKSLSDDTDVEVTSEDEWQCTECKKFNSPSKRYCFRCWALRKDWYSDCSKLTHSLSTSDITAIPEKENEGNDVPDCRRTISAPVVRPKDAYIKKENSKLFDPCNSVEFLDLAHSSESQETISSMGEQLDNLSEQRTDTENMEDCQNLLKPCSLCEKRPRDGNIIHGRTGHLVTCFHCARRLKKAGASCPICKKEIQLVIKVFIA
# Target sequence (Q00987 whole entry, looked up): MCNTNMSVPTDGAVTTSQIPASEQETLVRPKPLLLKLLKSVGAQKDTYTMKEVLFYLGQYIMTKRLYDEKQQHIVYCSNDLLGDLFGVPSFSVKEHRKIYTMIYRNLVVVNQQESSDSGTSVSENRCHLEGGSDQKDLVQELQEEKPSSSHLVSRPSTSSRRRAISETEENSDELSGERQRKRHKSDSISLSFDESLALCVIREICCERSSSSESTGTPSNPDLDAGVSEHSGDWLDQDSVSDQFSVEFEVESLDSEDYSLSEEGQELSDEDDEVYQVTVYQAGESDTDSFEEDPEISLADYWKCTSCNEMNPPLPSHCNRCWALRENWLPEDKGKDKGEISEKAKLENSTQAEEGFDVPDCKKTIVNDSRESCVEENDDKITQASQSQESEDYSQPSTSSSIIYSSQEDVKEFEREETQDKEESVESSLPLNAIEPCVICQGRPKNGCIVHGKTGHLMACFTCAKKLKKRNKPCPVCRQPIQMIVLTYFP
# CXCR6 inh: CXCR6 (human) receptor inhibition. O00574. CHO-K1 PathHunter CXCR6 beta-arrestin, luminescence. inhibition, % at 20 µM. hit rate 0.36% among 360,000. AID 602244; in the data active means inhibition above about 34%, passing the limit was not always enough;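 further: antagonist mode with CXCL16 agonist at 10 nM final; 0% = 10 nM CXCL16 with DMSO and 100% = unstimulated wells without agonist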
# EBI2 block: blocks human EBI2 receptor beta-arrestin signaling | AID 651636 | EBI2 beta-arrestin recruitment, luminescence, 7a,25-OHC stimulated | hit rate 0.81% among 360,000 | inhibition, % at 5 µM | P32249; in the data active means inhibition above about 38%;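 further: enzyme fragment complementation signal reports receptor beta-arrestin coupling in cells; 0% = agonist plus DMSO wells and 100% = wells without agonist; some results beyond the cut were filed as inactive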
# APJ antagonist: antagonists of human APJ apelin receptor; CHO-K1 APJ beta-arrestin complementation, luminescence; AID 2521; inhibition, % at 20 µM; P35414; hit rate 0.32% among 330,000;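 active means inhibition above about 40% at 20 µM, limit read from the data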;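 further: cells challenged with 10 nM apelin-13 agonist together with compound; plate controls were apelin-13 plus DMSO wells for no effect and DMSO wells lacking apelin-13 for full effect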
# UPR XBP1 act: activators of adaptive arm of unfolded protein response (XBP1); activation, % at 20 µM; AID 463104; hit rate 0.33% among 330,000; CHO-XBP1 luciferase reporter, IRE1-XBP1 UPR activation, luminescence; percent of tunicamycin response, DMSO as zero;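 active means versus positive control, 20 µM dose yields 30% or more activation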;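 further: 100% = tunicamycin at 10 µg/mL and 0% = DMSO only wells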
#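 Material: IRE1-XBP1 luciferase reporter CHO line / Quantity: one thousand reporter cells per well / Buffer or medium: F12 with 10% serum / Compound: 20 µM single concentration, DMSO 1% / Times: 6 h treatment, 37 °C / Detection: Steady-Glo luciferase glow luminescence, 10 min after reagent addition / Benchmarks: tunicamycin high, DMSO low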
# Numbers without * were called inactive. This is a subset. The share of hits here may be higher or lower than overall.
SMILES	APJ agonist	CHOP UPR activ	tim23-1 inh	CCR6 antag	Mdm2-MdmX inh	CXCR6 inh	EBI2 block	APJ antagonist	UPR XBP1 act
CCOC(=O)c1c(NC(=O)CN2C(=O)NC3(CCC(C)CC3)C2=O)sc(C(=O)N(C)C)c1C (stereo unspecified)	1	1.1	13	3	3	9	-1	12	0
Cc1ccc(C(=O)NCC(=O)OCC(=O)/C=C2\N(C)c3ccccc3C2(C)C)cc1C	-4	-2.0	28	3	17	-16	11	-5	0
O=C(CNS(=O)(=O)c1ccc(F)cc1)N1CCCCCC1	-3	2.0	11	-4	-12	-7	-3	3	0
Cn1c(=O)oc2cc(S(=O)(=O)NCCN3CCN(c4ccccc4F)CC3)ccc21	4	-0.3	4	-1	-19	-4	-10	0	-3
Cc1ccc(C(=O)Nc2ncccc2O)o1	2	2.2	12	-22	17	-2	-2	-39	0
COc1ccc(CNc2nc3nc(C)c(Cl)c(=O)n3[nH]2)cc1OC	5	-2.0	24	-14	5	-4	-1	2	-3
C/C(=N\NC(=O)c1ccc2c(c1)OCO2)c1ccc(NS(C)(=O)=O)cc1	0	-1.0	10	6	10	3	-6	-3	-2
O=C(CN(C(=O)c1csnn1)c1ccccc1C(F)(F)F)NC1CCCCC1	-2	-1.3	16	7	5	-14	4	4	-3

# 2 compounds from above, reduced to EBI2 block and APJ agonist.
compound | EBI2 block | APJ agonist
O=C(CNS(=O)(=O)c1ccc(F)cc1)N1CCCCCC1 | -3 | -3
Cn1c(=O)oc2cc(S(=O)(=O)NCCN3CCN(c4ccccc4F)CC3)ccc21 | -10 | 4

# Record cards, from the list above. Values in the order: APJ agonist, CHOP UPR activ, tim23-1 inh, CCR6 antag, Mdm2-MdmX inh, CXCR6 inh, EBI2 block, APJ antagonist, UPR XBP1 act
# CCOC(=O)c1c(NC(=O)CN2C(=O)NC3(CCC(C)CC3)C2=O)sc(C(=O)N(C)C)c1C (stereo unspecified) as listed: 1, 1.1, 13, 3, 3, 9, -1, 12, 0
# COc1ccc(CNc2nc3nc(C)c(Cl)c(=O)n3[nH]2)cc1OC as listed: 5, -2.0, 24, -14, 5, -4, -1, 2, -3
# Cn1c(=O)oc2cc(S(=O)(=O)NCCN3CCN(c4ccccc4F)CC3)ccc21 as listed: 4, -0.3, 4, -1, -19, -4, -10, 0, -3
# Cc1ccc(C(=O)NCC(=O)OCC(=O)/C=C2\N(C)c3ccccc3C2(C)C)cc1C as listed: -4, -2.0, 28, 3, 17, -16, 11, -5, 0
# O=C(CN(C(=O)c1csnn1)c1ccccc1C(F)(F)F)NC1CCCCC1 as listed: -2, -1.3, 16, 7, 5, -14, 4, 4, -3

# New compounds follow
SMILES	APJ agonist	CHOP UPR activ	tim23-1 inh	CCR6 antag	Mdm2-MdmX inh	CXCR6 inh	EBI2 block	APJ antagonist	UPR XBP1 act
CC(C)(C)OC(=O)N1CCC(NC(=O)c2nc[nH]c2C(=O)NCc2ccccc2)CC1	-3	-0.7	17	9	22	-6	-7	8	-4
O=S(=O)(Nc1cccc(-c2nc3cccnc3s2)c1)c1ccc2c(c1)CCCC2	7	0.0	41	7	0	-8	-7	-2	0
COCCNC(=O)/C=C/c1c(Cl)cccc1Cl	-2	-0.7	15	12	9	8	-5	13	2
Cc1ccc(O)c(N=NC2=C(O)CC(C)(C)CC2=O)c1	-7	1.6	61*	43	47	19	-6	38	-1
Cc1cnc(NC(=O)CSc2ncc(-c3ccccc3)n2Cc2ccco2)s1	14	0.1	32	6	6	3	10	-27	-1
Cc1ccc(C)c(Sc2ccc(NC(=O)CCN3C(=O)NC4(CCCC4)C3=O)cc2)c1	-3	-2.6	19	-2	35	-4	3	-4	3
FC(F)Oc1ccccc1C1CC(c2ccc(Br)s2)Nc2ncnn21 (stereo unspecified)	-4	-1.8	17	18	37	12	-3	4	-9
CCCC(=O)N(Cc1cc(=O)[nH]c2ccccc12)c1ccccc1C	-4	-2.1	32	3	18	4	6	20	-1
O=C(COC(=O)c1cc(Br)ccc1O)Nc1cccnc1Cl	-4	0.2	-2	-2	3	4	-10	5	-4
O=C(N[C@@H]1C/C=C\C[C@@H](CC(=O)N(CCO)Cc2ccccc2)C(=O)NCCOC1=O)OCC1c2ccccc2-c2ccccc21	-1	-0.5	7	6	9	3	-3	-1	-2
Cc1ccc(S(=O)(=O)NCC(=O)Nc2ccc(C(F)(F)F)cc2)cc1	-4	-0.1	-1	-10	-17	-3	-10	9	-2
Cc1ccc(Cn2c(=O)c3ccccc3n3c(CCC(=O)NCCN4CCOCC4)nnc23)cc1	-1	2.0	-7	7	-1	-3	-1	15	-1
Cc1cc(C(=O)OCC(=O)Nc2ccc(F)c(F)c2F)c(C)o1	0	0.5	8	18	16	-14	-3	2	0
O=C(Nc1ccc(Cl)cc1)Nc1nnc(CSCc2ccc(Cl)cc2)s1	10	3.0	8	8	98*	-5	-11	-24	9
CC(C)(C)c1ccc(OCCn2nc(C(=O)O)c3ccccc3c2=O)cc1	-2	1.5	18	-2	0	-29	26	26	0
COc1cc(-c2nc3ccc(C)cn3c2NCc2ccccc2)ccc1SC1CCCCC1	0	4.5	33	35	49	15	72*	-24	4

# Three of the entries above in order of their number in CXCR6 inh, rising.
mol | CXCR6 inh
Cc1cc(C(=O)OCC(=O)Nc2ccc(F)c(F)c2F)c(C)o1 | -14
Cc1ccc(S(=O)(=O)NCC(=O)Nc2ccc(C(F)(F)F)cc2)cc1 | -3
O=C(N[C@@H]1C/C=C\C[C@@H](CC(=O)N(CCO)Cc2ccccc2)C(=O)NCCOC1=O)OCC1c2ccccc2-c2ccccc21 | 3

# (cont.)
SMILES	APJ agonist	CHOP UPR activ	tim23-1 inh	CCR6 antag	Mdm2-MdmX inh	CXCR6 inh	EBI2 block	APJ antagonist	UPR XBP1 act
CCCC(C)NC(=O)CN(Cc1ccco1)S(=O)(=O)c1ccccc1 (stereo unspecified)	-3	-1.3	29	5	26	2	2	-59	-1
COCCCNC(=S)Nc1ccccc1[N+](=O)[O-]	-3	0.5	14	-5	-13	8	-5	4	-2
Cc1ccccc1Cn1cc(S(=O)(=O)CC(=O)Nc2nccs2)c2ccccc21	-2	-1.0	6	13	6	-6	10	-9	-2
O=C(CN1CCC(C(=O)c2ccc3c(c2)OCCO3)CC1)NCc1ccccc1	-4	0.3	12	20	6	15	-1	8	-4
O=C(CSc1ccc2nnc(-c3ccccn3)n2n1)Nc1ccc2c(c1)OCCO2	0	2.0	10	7	-15	3	-4	-11	2
COc1ccc(OC)c2c(N3CCN(C)CC3)cc(C(F)(F)F)nc12	3	-0.5	12	-11	-21	0	-11	2	-2
COc1ccc(S(=O)(=O)N2CCC(O)(c3ccc(Cl)cc3)CC2)cc1	1	-1.6	19	-2	-42	-10	7	-19	-1
CC(C)(C)c1ccc(C(=O)NCC(=O)N/N=C/c2cccnc2)cc1	2	0.0	1	5	7	0	20	1	3
CC1CC2c3cccc(C(=O)O)c3C(=O)N2c2ccc(Cl)cc21 (stereo unspecified)	0	3.1	37	-11	15	-1	0	9	-1
Cc1noc(NS(=O)(=O)c2ccc(NC(=O)CS(=O)(=O)c3ccccc3)cc2)c1C	-3	-1.1	-10	9	34	-2	2	8	-4
Cc1c(C(=O)O)oc2c1ccc1ccccc12	0	0.4	7	-12	7	4	6	-3	0
CCOC(=O)c1sc2nc(Cc3ccc(Cl)cc3)[nH]c(=S)c2c1C	-6	-1.1	-15	44	1	31	0	18	0
CCOC(=O)c1ccc(NC(=O)c2cc3c(s2)CCC3)cc1	1	3.5	15	12	-35	-4	12	22	-1
C/C(=N\NC(=O)c1cc([N+](=O)[O-])cc([N+](=O)[O-])c1)c1ccco1	6	-1.1	31	7	-7	-9	-9	-80	-2
CCC1(CC)C(=O)C2=C3C1[C@H](C(=O)OC)C=C(C(=O)OC)C[C@H]3[C@H]1C(=O)N(CC(=O)OC)C(=O)[C@H]1[C@H]2C (stereo partly specified)	-1	-1.6	7	1	5	-13	-14	-10	-3
S=C1NC2=C(CCCC2)C2(CCCCC2)N1	-1	-0.9	-2	16	-12	2	-1	16	-5
CC(C)NC(=O)C1CCN(C2CCN(C(=O)c3cc4c(s3)CCCCC4)CC2)CC1	-3	0.3	16	-6	-21	-3	-13	-22	2
CCCOC(=O)c1ccc(NC(=O)/C=C/c2cccs2)cc1	-11	2.7	41	-10	-36	-7	18	-2	4
CC1(C)CC2CC(C)(CN2C(=O)COC(=O)c2ccccc2C(F)(F)F)C1 (stereo unspecified)	-6	-0.2	24	3	12	-4	11	10	-2
COc1cccc2[nH]c(=O)c(-c3ccccc3)cc12	2	4.7	24	15	-27	2	-4	2	-1
COc1ccc(N2C(=O)CSC23C(=O)N2c4c(cccc43)C(C)=CC2(C)C)cc1 (stereo unspecified)	-6	-1.2	34	11	21	10	-8	24	3
COc1ccc(-c2cn(CCC(=O)O)c(-c3ccncc3)n2)cc1	0	-0.2	-10	3	15	-3	-13	-2	1
CCOC(=O)C1C(=O)CC(C)(O)C(C(=O)OCC)C1c1ccccc1 (stereo unspecified)	-2	-0.4	8	8	14	2	0	6	-3
C/C(N)=C(/C#N)C(=O)COC(=O)c1ccc(C)c(S(=O)(=O)N2CCCCC2)c1	0	-1.7	4	16	22	3	-7	7	-2
Cc1ccc(S(=O)(=O)NCC(=O)N/N=C/c2ccc(Cl)cc2)cc1	-3	1.2	1	0	-19	-5	21	-5	-1
O=C(COc1ccc(Cl)cc1Cl)N(Cc1ccco1)C1CCS(=O)(=O)C1 (stereo unspecified)	-4	3.2	10	2	10	-4	4	-5	0
O=C(N/N=C/c1cccc(Oc2ccc([N+](=O)[O-])cc2[N+](=O)[O-])c1)c1cncc(Br)c1	11	-1.4	-8	-8	22	-9	-14	-38	0
Cc1cc(C)cc(SCc2noc(C(=O)NCCC(C)C)c2C(=O)NCCC(C)C)c1	2	-1.7	-6	12	10	-1	12	14	0
Cc1ccc(NC(=S)NN2CCN(C)CC2)cc1	-2	5.0	2	-6	21	14	-13	1	0
COc1ccc(-c2ccc(/C=C3\C(=O)N(c4ccccc4)N=C3c3ccccc3)o2)c([N+](=O)[O-])c1	-1	2.2	22	11	-15	11	5	4	-1
NC(=O)c1ccccc1N	2	-1.4	12	-3	22	2	-6	-20	-1
COc1cccc(NC(=O)NC(C)C2CC3CCC2C3)c1 (stereo unspecified)	0	1.2	32	4	12	13	-5	-9	1
Cc1cccc(N2CN(Cc3ccco3)CNC2=S)c1C	0	1.6	8	-2	19	4	-6	2	0
